ASM inhibitor: Inhibitors of Secretory Acid Sphingomyelinase (S-ASM): qHTS | placental ASM, HMU-PC fluorogenic substrate, 60 min | Potency, µM (series often up to 57.5 µM), without a hit: at the top dose activity change, negative = inhibition, most hits filed as inhibitors | 0.006% of 340,000 active | AID 504937, 2011; note: potency is the fitted concentration of half-maximal effect
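Steps: dispense placental human ASM, pin compound, wait 10 min at room temperature, add HMU-PC0 substrate at 9 uM final, incubate 60 min at 37 °C, add stop solution raising pH to 10, read fluorescence.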
Menin-MLL TR inh: qHTS Assay for Inhibitors Targeting the Menin-MLL Interaction in MLL Related Leukemias: Competition With Texas Red Labeled MLL-derived Mutant Peptide; Potency, µM (titrated, usually from 61.6 µM), for inactives: at the top dose FP activity change, negative = inhibition, actives largely listed as inhibitors; 0.23% of 270,000 active; Menin + Texas Red MLL mutant peptide, fluorescence polarization; active = well fitted inhibition curve with a large enough effect in the polarisation, with a control signal flat, not every such curve was filed as active; inconclusive = small, poorly fitted or top-dose-only effect, or effect the other way, or a change in a side signal; inactive = no such curve, though single readings can be large or run the other way; the % refers to the polarisation; note: potency is the fitted concentration of half-maximal effect; % of control where 0% means no effect; many of its hits are not listed in these tables
Target sequence (O00255 whole entry, looked up): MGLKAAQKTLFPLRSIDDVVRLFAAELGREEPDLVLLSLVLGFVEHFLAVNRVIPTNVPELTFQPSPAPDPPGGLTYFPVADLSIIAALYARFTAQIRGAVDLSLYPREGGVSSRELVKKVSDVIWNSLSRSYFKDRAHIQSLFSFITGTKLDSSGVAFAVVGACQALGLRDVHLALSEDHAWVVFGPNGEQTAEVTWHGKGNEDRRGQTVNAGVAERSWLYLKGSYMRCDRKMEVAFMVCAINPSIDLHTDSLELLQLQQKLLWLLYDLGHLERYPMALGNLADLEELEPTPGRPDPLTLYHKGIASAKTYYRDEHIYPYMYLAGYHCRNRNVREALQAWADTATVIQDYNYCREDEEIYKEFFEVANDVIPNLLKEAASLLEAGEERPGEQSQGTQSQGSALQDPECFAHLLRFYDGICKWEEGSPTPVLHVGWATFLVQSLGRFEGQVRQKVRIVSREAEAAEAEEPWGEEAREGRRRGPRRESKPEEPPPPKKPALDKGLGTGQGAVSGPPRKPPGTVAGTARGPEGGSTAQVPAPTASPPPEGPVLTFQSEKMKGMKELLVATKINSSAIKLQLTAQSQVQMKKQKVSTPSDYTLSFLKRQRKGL
Tb PFK inh: qHTS Assay to Find Inhibitors of T. brucei phosphofructokinase | ATP-dependent 6-phosphofructokinase (Trypanosoma brucei brucei), O15648 | T. brucei PFK, ADP-Glo luminescence | Potency, µM (highest dose often 57.5 µM), inactives show at the highest dose activity, negative = inhibition, usual class: inhibitors | 0.17% of 330,000 active;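 note: potency is the fitted concentration of half-maximal effect; 0% = uninhibited 1x PFK enzyme wells and -100% = no-enzyme wells; nearly all actives have a fitted effect of over 60% in size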
Target sequence (O15648 whole entry, looked up): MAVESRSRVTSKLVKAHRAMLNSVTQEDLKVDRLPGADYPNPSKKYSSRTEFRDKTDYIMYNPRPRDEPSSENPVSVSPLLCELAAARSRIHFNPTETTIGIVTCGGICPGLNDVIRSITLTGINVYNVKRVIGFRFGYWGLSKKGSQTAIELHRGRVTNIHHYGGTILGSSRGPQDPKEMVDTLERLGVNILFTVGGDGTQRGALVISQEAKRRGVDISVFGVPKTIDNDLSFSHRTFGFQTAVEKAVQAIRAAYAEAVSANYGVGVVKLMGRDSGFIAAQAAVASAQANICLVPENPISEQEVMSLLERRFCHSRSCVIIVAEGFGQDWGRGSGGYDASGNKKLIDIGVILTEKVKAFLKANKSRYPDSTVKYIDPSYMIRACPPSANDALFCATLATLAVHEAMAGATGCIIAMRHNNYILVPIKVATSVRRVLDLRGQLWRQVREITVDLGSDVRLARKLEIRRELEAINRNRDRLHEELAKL
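ADP-Glo luminescence quantified ADP after 45 min at room temperature, with 1.25 nM T. brucei PFK, 0.1 mM ATP and 0.5 mM fructose-6-phosphate in pH 8.0 TEA buffer. qHTS titrations up to 57 µM; curves classified by quality.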
PKM2 activator: qHTS Assay for Activators of Human Muscle isoform 2 Pyruvate Kinase. Pyruvate kinase PKM (Homo sapiens), P14618. purified PKM2, Kinase-Glo ATP luminescence, activation; response scale: 0% is enzyme alone, no compound. Potency, µM (highest dose often 57.5 µM), without a hit: at the top dose activation, actives largely listed as activators. 0.34% of 260,000 active. AID 1631, 2009; note: potency is the fitted concentration of half-maximal effect; % is set by controls: 0 for no effect and ±100 for the full control effect; nearly all actives have a fitted effect of over 55% in size
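Kinase-Glo luminescence reports ATP generated from ADP (0.1 mM) and PEP (0.5 mM) by purified hPK-M2 after 1 h at room temperature, pH 7.2 imidazole buffer; intermediate enzyme activity allows detecting inhibitors and activators.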
Integrin act MD: qHTS for Activators of Integrin-Mediated Alleviation for Muscular Dystrophy; alpha7betagal myoblasts, beta-gal FDG fluorescence, 48 h; Potency, µM (highest dose often 38.3 µM), for inactives: top-dose activation, hits mostly activators; 0.064% of 350,000 active; AID 624291, 2012;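 note: potency is the fitted concentration of half-maximal effect; 100% = response of the positive control SU9516; nearly all actives have a fitted effect of over 60% in size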
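alpha7betagal+/- myoblasts (passage 13, 250/well) treated 48 h at 37C with compounds at 1:260 dilution of DMSO stock. Lysed, then beta-galactosidase activity read as FDG fluorescence (ex 480/em 540) after 30 min, with pre-read for autofluorescence.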
BCR signal inh: qHTS Assay to Find Inhibitors of Chronic Active B-Cell Receptor Signaling. AID 493014, 2011. 0.05% of 340,000 active. ABC-DLBCL IkBa-CBG/CBR reporter, luminescence ratio, 4 h. Potency, µM (titrated, usually from 46.1 µM), for the others: at the top dose ratio change, negative = lower green/red ratio, most hits filed as inhibitors; active = well fitted inhibition curve with a large enough effect in the signal ratio, with a control signal flat, not every such curve was filed as active; inconclusive = small, poorly fitted or top-dose-only effect, or effect the other way, or a change in a side signal; the % refers to the signal ratio;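 note: potency is the fitted concentration of half-maximal effect; plate controls were basal doxycycline-induced cells for no effect and cells given 10 µM MG132 for full effect; MG132 reads +100%, hits lower the ratio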
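Cell line TMD8 (human ABC DLBCL), stably expressing tet-inducible CBG68-IkBa fusion and CBR; IMDM/0.5% FBS; cpd up to 46 uM; dox induction, 4 h, 37C/5% CO2; dual luminescence; green/red ratio; MG132 control.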
B2AR arrestin: qHTS assay of beta-arrestin-biased ligands of beta2-adrenergic receptor; Potency, µM (doses to about 46.1 µM), inactives show top-dose activation, usual class: activators; 0.02% of 330,000 active; beta-arrestin recruitment to beta2AR, cell-based reporter; Beta-2 adrenergic receptor (Homo sapiens), P07550; AID 492947, 2010;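 note: potency is the fitted concentration of half-maximal effect; 0% = DMSO controls and full agonism = EC100 isoproterenol or metaproterenol; nearly all actives have a fitted effect of over 65% in size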
GALK inh: qHTS Assay for Inhibitors of Human Galactokinase (GALK) | Purified GALK, Kinase-Glo residual ATP luminescence | Potency, µM (series often up to 57.5 µM), for the others: at the top dose activity change, negative = inhibition, most hits filed as inhibitors | 0.007% of 270,000 active | AID 1868, 2009; note: potency is the fitted concentration of half-maximal effect; % is set by controls: 0 for no effect and ±100 for the full control effect
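ATP-depletion format; final 35 uM ATP, 100 uM D-galactose, 5 nM enzyme; pH 8.0 HEPES/Mg2+ buffer; 60 min RT; luminescence read 10 min after detection reagent.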
Giardia killer: Small Molecules that selectively kill Giardia lamblia: qHTS. AID 540267, 2011. activity change, % at 7.66 µM, hits read low. Giardia lamblia trophozoite viability. 0.15% of 340,000 active; in the data active = activity change below about -80%; inconclusive = between about -30% and that limit;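 note: parasites exposed to compound for two days anaerobically before the ATP read; % is set by controls: 0 for no effect and ±100 for the full control effect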
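Luminescent ATP signal served as the viability read-out, measured 15-30 min after adding ATP detection reagent to trophozoites that had been incubated with compounds for 48 hrs at 37 deg C anaerobically at 100 cells/well.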
Coupling enz: qHTS Assay for Inhibitors of Fructose-1,6-bisphosphate Aldolase from Giardia Lamblia: Coupling assay counterscreen | coupling enzyme system counterscreen, AmpLite Red fluorescence | activity change, negative = inhibition, % at 58.2 µM, hits read low | 0.67% of 290,000 active; in the data active = activity change below about -30%; note: % is set by controls: 0 for no effect and ±100 for the full control effect
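Coupling enzymes only (glyceraldehyde-3-phosphate) + compound, at 57.5 uM final, 10 min RT; add substrate/coupling/AmpLite Red mix, 20 min RT; fluorescence ex 525/em 598 nm. Actives flag coupling-system interference.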
TSG101-PTAP inh: qHTS Assay for Iinhibitors of HIV-1 Budding by Blocking the Interaction of PTAP/TSG101; Fluorescence polarization, FITC-PTAP peptide / Tsg101 binding; Potency, µM (top dose mostly 115 µM), for the others: at the highest dose activity change, negative = inhibition, most hits filed as inhibitors; 340,000 tested, under 10 active; AID 493005, 2010; active = well fitted inhibition curve with a large enough effect in the main read-out, with a control signal flat, not every such curve was filed as active; inconclusive = small, poorly fitted or top-dose-only effect, or effect the other way, or a change in a side signal; inactive = no such curve, though single readings can be large or run the other way; note: potency is the fitted concentration of half-maximal effect; % of control where 0% means no effect
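Tsg101 binding domain (10 uM final) was mixed with compound and a FITC-labeled PTAP peptide (50 nM final) in HEPES pH 7.5 buffer with NaCl, Tween 20, EDTA and TCEP; fluorescence polarization was read after 20 min at r.t.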
* = called active by the depositor; ? = inconclusive; . = no result given; & = joins results of further samples; [ ] = dose if it differs, or a comment. Unless noted, calls come from the whole dose curve; as a rule, active = well fitted curve in the direction sought with a large enough effect; inconclusive = small, poorly fitted or top-dose-only effect, or another doubt; inactive = no such curve, though single readings can be large; an effect the other way counts as inactive or inconclusive. These rows are one share of the data, so the mix of outcomes need not match the whole.

SMILES	ASM inhibitor	Menin-MLL TR inh	Tb PFK inh	PKM2 activator	Integrin act MD	BCR signal inh	B2AR arrestin	GALK inh	Giardia killer	Coupling enz	TSG101-PTAP inh
COc1ccc(-c2c(NC(=O)c3ccco3)oc3ccc(Cl)cc3c2=O)cc1	-3%	.	1%	.	-14%	2%	5.6%	-6%	-2	.	-2%
O=C(NCC1CCCN(C(=O)NCc2ccccc2)C1)c1ccc2c(c1)OCO2 (centres undefined)	6%	-1%	1%	-2%	44%	14%	0.4%	-2%	-18	0	-5%
C/C(CC(=O)Nc1ccc2c(c1)OCCO2)=N\NC(=O)c1ccccc1F	1%	-3%	15%	4%	-45%[inhibitor]	?	-0.5%	-5%	-8	1	0%
CCCCCN(C(=O)CCC(=O)OCc1ccc(C(C)C)cc1)c1c(N)n(CCCC)c(=O)[nH]c1=O	-1%	.	-4%	.	-53%[inhibitor]	4%	-0.2%	.	6	.	1%
COc1ccc(CC(=O)N/N=C(\C)CC(=O)Nc2cccc(F)c2)cc1	2%	10%	-2%	.	18%	?	-0.1%	-3%	-1	-2	-1%
Cc1sc2ncnc(OCC(=O)NC(C)C)c2c1C	4%	-8%	2%	0%	10%	-2%	-0.3%	-1%	-6	0	0%
Cc1ccc(-c2csc(N(CCO)CCCn3c(C(F)(F)F)nc4cc(C(F)(F)F)ccc43)n2)cc1	-13%	?	-1%	6%	21%	?	0.1%	.	12	0	-2%
Cc1c(Cl)cccc1NC(=O)CNC(=O)c1ccco1	-1%	26%	-5%	-3%	15%	1%	0.4%	-1%	-13	-1	2%
Cc1[nH]c2ccccc2c1C(=O)CSc1nccc(=O)[nH]1	2%	.	0%	-12%	3%	-23%	0.5%	-1%	35[activator]	4	-3%
COc1ccc(C(=O)Oc2cc3c4c(c2)C(C)=CC(C)(C)N4C(=O)C3=O)cc1OC	-12%	-9%	-3%	-11%	7%	0%	-2.0%	0%	-26	-3	0%
O=C(CS(=O)(=O)Cc1ccccc1)Nc1nnc(C2CCCCC2)s1	-4%	-10%	-3%	1%	20%	?	0.2%	2%	-5	5	0%
CN(Cc1ccccc1)C(=O)C1CCN(S(=O)(=O)c2cccc3nonc23)CC1	-5%	-1%	-2%	2%	2%	4%	-1.0%	-1%	-2	1	-2%
COCc1cc(=O)[nH]c2cc(NC(=O)C(F)(F)F)c(C)cc12	37%[activator]	20%	2%	-1%	34%	0%	0.2%	0%	11	-1	-4%
O=C(c1ccccn1)N1CCCC(N2CCN(c3ccccc3)CC2)C1 (centres undefined)	2%	.	1%	.	-8%	1%	-1.1%	-1%	5	.	-2%
O=C(COc1ccccc1)NCc1ccccc1	5%	0%	4%	1%	1%	?	-0.3%	1%	2	2	-4%
CC(C)CCOP(=O)(c1ccc(N(C)C)cc1)C(O)c1ccccn1 (centres undefined)	4%	-9%	0%	1%	-5%	0%	0.0%	1%	-4	-1	-2%
NS(=O)(=O)c1cccc(NC(=O)CSc2nc3nc(-c4cccs4)cc(C(F)(F)F)c3c(=O)[nH]2)c1	260%[activator]	.	3%	-3%	20%	-2%	0.1%	-10%	34[activator]	14	-8%
CCN(CC)C(=O)Oc1ccc2oc(=O)cc(-c3cc4cccc(OC)c4o3)c2c1	-11%	23%	4%	3%	22%	-18%	0.3%	8%	-23	0	-3%
CN1CCN(C(=O)c2cc(Cl)cc(Cl)c2)CC1	-5%	-2%	-2%	0%	?	1%	-0.3%	-4%	-15	5	-3%
CCC(C)(O)C(=O)N[C@H]1CCCN1C(=O)/C=C/c1ccccc1 (some centres undefined)	5%	.	-3%	.	18%	2%	0.1%	.	-14	.	-5%
CSc1ncccc1C(=O)OCC(=O)N(C)C	7%	-5%	-3%	.	16%	1%	0.4%	17%	5	2	-1%
Cc1occc1-c1nnc(SCC(N)=O)o1	5%	0%	9%	25%	-8%	-2%	-0.2%	0%	-17	0	-2%
CC(C)CN(C(=O)CSc1nnnn1-c1ccccc1)c1c(N)n(CC(C)C)c(=O)[nH]c1=O	28%	?	-4%	?	5%	1%	0.1%	-6%	-23	1	-1%
O=C(Nc1ccccc1)c1ccc[n+](Cc2ccc([N+](=O)[O-])cc2)c1	-2%	-6%	-17%	-17%	15%	29%	-0.8%	-5%	-2	2	-2%
CC(C)(CNC(=O)c1ccc(S(=O)(=O)Nc2ccccc2F)cc1)N1CCOCC1	4%	.	1%	.	-12%	4%	-0.2%	.	-16	.	-2%

Single values from the entries so far:
Cc1occc1-c1nnc(SCC(N)=O)o1 in PKM2 activator = 25%
C/C(CC(=O)Nc1ccc2c(c1)OCCO2)=N\NC(=O)c1ccccc1F in ASM inhibitor = 1%
CC(C)CN(C(=O)CSc1nnnn1-c1ccccc1)c1c(N)n(CC(C)C)c(=O)[nH]c1=O in BCR signal inh = 1%
CN(Cc1ccccc1)C(=O)C1CCN(S(=O)(=O)c2cccc3nonc23)CC1 in B2AR arrestin = -1.0%

Whole records as entered above.
CC(C)(CNC(=O)c1ccc(S(=O)(=O)Nc2ccccc2F)cc1)N1CCOCC1 is listed as ASM inhibitor = 4%; Menin-MLL TR inh = .; Tb PFK inh = 1%; PKM2 activator = .; Integrin act MD = -12%; BCR signal inh = 4%; B2AR arrestin = -0.2%; GALK inh = .; Giardia killer = -16; Coupling enz = .; TSG101-PTAP inh = -2%
COCc1cc(=O)[nH]c2cc(NC(=O)C(F)(F)F)c(C)cc12 is listed as ASM inhibitor = 37%[activator]; Menin-MLL TR inh = 20%; Tb PFK inh = 2%; PKM2 activator = -1%; Integrin act MD = 34%; BCR signal inh = 0%; B2AR arrestin = 0.2%; GALK inh = 0%; Giardia killer = 11; Coupling enz = -1; TSG101-PTAP inh = -4%

New compounds follow
SMILES	ASM inhibitor	Menin-MLL TR inh	Tb PFK inh	PKM2 activator	Integrin act MD	BCR signal inh	B2AR arrestin	GALK inh	Giardia killer	Coupling enz	TSG101-PTAP inh
CC1CC1C(=O)OCC(=O)NCc1ccc(Cl)cc1Cl (centres undefined)	6%	-1%	0%	0%	13%	2%	0.3%	-5%	2	4	-1%
CCOC(=O)CC(=O)CSc1nc2c(sc(=S)n2-c2ccc(C)c(C)c2)c(=O)[nH]1	13%	?	3%	.	14%	-2%	0.2%	.	-11	11	-3%
Cn1cnnc1SCc1ccc(F)c2ccccc12	2%	0%	1%	-4%	17%	?	0.0%	-3%	-2	0	-5%
COC(=O)[C@H]1C[C@@H]1[C@H](NC(=O)c1cc(C)on1)c1ccccc1	7%	14%&12%	-8%	0%&-12%	16%	-2%	-0.8%	.	23	-2&-2	-3%
CC(=O)NC1C(=O)N=C(SCC(=O)Nc2sc3c(c2C#N)CCCCCC3)NC1=O (centres undefined)	4%	17%	2%	14%	?	20%	0.0%	3%	?	11	-3%
COc1ccccc1C(=O)N/N=C1/NC(=O)CC(C(=O)Nc2ccccc2)S1 (centres undefined)	0%	.	0%	0%	0%	-2%	-0.5%	.	-4	6	-6%
COc1ccc(C)cc1NC(=O)C1CCN(C(=O)Cc2ccccc2)CC1	5%	-1%	-1%	0%	27%	-2%	0.0%	2%	-1	0	-2%
Cc1ccc(/C=C2\SC(N3CCCC3)=NC2=O)cc1	.	-14%	-1%	2%	.	1%	0.1%	1%	.	0	.
COC(=O)c1ccc(OCCCCN(C)Cc2ccccc2)cc1	2%	-16%	-3%	4%	-2%	-1%	0.5%	2%	-14	1	0%
O=S(=O)(c1ccc(S(=O)(=O)N(Cc2ccco2)Cc2ccccc2Cl)cc1)N1CCCC1	2%	11%	0%	0%	4%	-1%	-0.3%	0%	9	2	-11%
CN1CCc2nc(NC(=O)c3cccc(S(=O)(=O)N4CCc5ccccc54)c3)sc2C1	73%	-18%	-1%	3%	13%	-5%	-0.1%	0%	9	0	-2%

Bioassay records (PubChem)
